C2C12 statin – suppression of simvastatin myotoxicity; C2C12 myotubes + simvastatin, ATP luminescence, 48 h; scaled: DMSO 0, geranylgeraniol control 100; rescue of ATP level, % at 7.49 µM; 330,000 tested, 0.78% active;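 active = mean ATP rescue above about 67%, or every replicate alone reaching that limit, limit read from the data, passing the limit was not always enough; inconclusive = no clear call, values can overlap the other calls; inactive = mean under the limit and some replicate under it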;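 also: myotubes were challenged with 10 µM simvastatin during compound exposure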
S100A4 inh HTS – blocks human S100A4 binding to myosin IIA peptide; 360,000 tested, 0.14% active; inhibition, % at 10.7 µM; S100A4/TAMRA-MyoIIA peptide fluorescence polarization;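 active = mean inhibition of at least 70% across replicates, with every replicate also reaching that level; inconclusive = mean inhibition reaches 70% but some replicates fall short; inactive = mean inhibition below 70%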
Target sequence (P26447 whole entry, looked up): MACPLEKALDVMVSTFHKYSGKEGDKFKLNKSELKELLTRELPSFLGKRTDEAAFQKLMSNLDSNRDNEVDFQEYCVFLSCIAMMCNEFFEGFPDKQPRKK
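Test system – S100A4 monomer (human) · Compound – single-point compound testing · Schedule – 5 min incubation before reading · Probe or stimulus – TAMRA-labelled myosin IIA heavy-chain peptide probe, 5 nM · Benchmarks – neutral control DMSO, positive control TFP · Medium – Calcium-containing HEPES buffer, pH 7.2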
esBAF inh – SWI/SNF esBAF complex inhibition; 350,000 tested, 2% active; mouse ES cells, Bmi1-luciferase knock-in reporter, 24 h; 100% = twice the neutral-well signal; AID 602393; reporter increase, % at 12.5 µM; in the data active = activation above about 40%; inconclusive = no clear call, values can overlap the other calls;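 also: 0% = median of the plate's neutral control wells and 100% = double that signal; a rise in the Bmi1 reporter signal indicates esBAF inhibition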
SIRT5 block – sirtuin-5 (human) deacylase inhibition; Q9NXA8; Purified SirT5, succinyl-peptide AMC, trypsin-coupled fluorescence; inhibition, % at 15 µM; 330,000 tested, 1.1% active; AID 652115; in the data active = inhibition above about 15%; inconclusive = no clear call, values can overlap the other calls
Target sequence (Q9NXA8 whole entry, looked up): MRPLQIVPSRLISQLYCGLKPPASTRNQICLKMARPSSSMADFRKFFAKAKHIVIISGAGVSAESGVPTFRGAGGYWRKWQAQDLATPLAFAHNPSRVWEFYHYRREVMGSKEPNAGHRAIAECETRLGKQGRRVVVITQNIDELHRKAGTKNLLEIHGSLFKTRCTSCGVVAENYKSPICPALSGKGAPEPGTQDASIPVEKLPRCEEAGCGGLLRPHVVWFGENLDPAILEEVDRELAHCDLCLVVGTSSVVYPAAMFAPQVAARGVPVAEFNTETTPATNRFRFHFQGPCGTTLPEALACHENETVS
FN deposit inh – fibronectin deposition inhibition; inhibition, % at 12.6 µM; AH1F fibroblasts, Alexa488-fibronectin deposition fluorescence, overnight; 350,000 tested, 0.086% active; AID 743247;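 active = mean inhibition across replicates of 30% or more, regardless of how many single replicates reach that level; inconclusive = mean under 30% yet at least half of replicates reach 30%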;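 also: positive control wells lacked labelled fibronectin entirely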
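Test system: AH1F fibroblast monolayer depositing Alexa488-labelled fibronectin into matrix. Input: 10000 cells per well. Technique: fluorescence, ex 485 nm, em 525 nm. Buffer or medium: DMEM plus 2% serum, read in PBS. Timing: 1 h cell adhesion before compound, then overnight fibronectin incubation. Compound: single dose, pinned. Read-out basis: inhibition from reduced deposited-fibronectin fluorescence.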
CASP6 VEID inh – blocks human caspase-6 cleavage activity | P55212 | purified caspase-6, Z-VEID-R110 cleavage fluorescence | inhibition, % at 12.5 µM | 350,000 tested, 0.53% active | AID 686996;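 active = mean inhibition across replicates at least about 35%, with every replicate also reaching that limit, limit read from the data; inconclusive = only one of the two criteria met; inactive = neither criterion met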;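 also: 0% = median of neutral control wells and 100% = no fluorescence left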
Target sequence (P55212 24-179 limits assumed): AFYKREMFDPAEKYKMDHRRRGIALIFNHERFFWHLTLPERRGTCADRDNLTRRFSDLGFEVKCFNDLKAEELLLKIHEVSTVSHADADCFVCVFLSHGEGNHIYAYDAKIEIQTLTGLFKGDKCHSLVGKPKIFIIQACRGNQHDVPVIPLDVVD
Target sequence (P55212 194-293 limits assumed): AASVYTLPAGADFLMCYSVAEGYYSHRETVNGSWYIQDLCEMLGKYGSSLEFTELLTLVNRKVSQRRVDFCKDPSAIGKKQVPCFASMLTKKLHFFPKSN
LGR2 antag – Drosophila LGR2 receptor signaling inhibition; HEK293 LGR2, CRE-luciferase, bursicon-stimulated, 4 h; inhibition, % at 9.99 µM; 380,000 tested, 0.35% active; AID 720647;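 active = drop in luminescence signal, shown as inhibition above about 50% in the replicate tests, limit read from the data, passing the limit was not always enough; inconclusive = probably only some replicates passing the limit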;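 also: agonist challenge used bursicon conditioned medium at about half maximal strength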
Numbers without * were called inactive; ? = inconclusive; / = not tested or not shown; & = joins results of further samples.

SMILES	C2C12 statin	S100A4 inh HTS	esBAF inh	SIRT5 block	FN deposit inh	CASP6 VEID inh	LGR2 antag
CC(NC(=O)c1cccs1)c1ccc(Br)cc1 (stereo not drawn)	12	6	5	/	14	2	/
CCSc1nc2ccccc2n1CC(=O)N1CCOCC1	9	4	-6	-1	-10	-1	11
CC1(C)CC(=O)N(c2ccc(C#N)cc2)C(=O)C1	-1	0	-6	0	-6	-5	-6
CC1CCCC(C)N1S(=O)(=O)c1ccc(Cl)cc1 (stereo not drawn)	0	-9	8	-3	-4	-4	14
COc1cccc(/C=N/NC(=O)Cn2cnc3c2c(=O)n(C)c(=O)n3C)c1OC	/	-1	/	-3	-1	-2	/
CN(C)CCCNCC(=O)NN(c1ccccc1)c1ccccc1	/	-2	/	-3	-5	-47	9
CCOc1ccc(N2CC(C(=O)Nc3cccc(S(=O)(=O)NC4=NCCC4)c3)CC2=O)cc1 (stereo not drawn)	6	0	-7	-3	-6	5	1
COc1ccc(-n2c(SCC(=O)Nc3cccc4ccccc34)nc(O)cc2=O)cc1	/	-7	/	1	-14	2	7
CC(C)Cn1c(CN2C(=O)c3ccccc3C2=O)nc2ccccc2c1=O	0	/	-9	/	/	/	10
Cc1ccc(S(=O)(=O)N[C@@H]2CC[C@@H](CC(=O)NCCN3CCCCC3)O[C@@H]2CO)cc1	8	-33	-2	-5	10	-9	0
CCCCSc1nnc(-c2ccc(C)cc2)n1C	-11	/	20	/	0	/	/
Cn1c(CNC(=O)c2ccc(Cl)cc2)nnc1SCC(=O)N1CCOCC1	4	-6	-1	-3	1	-5	-3
C[C@@H]1CN([C@@H](C)CO)C(=O)c2cc(NC(=O)c3ccncc3)ccc2O[C@@H]1CN(C)Cc1ccc2c(c1)OCO2	-5	-3	-5	/	/	2	20
CCOc1ccc(NC(=O)CSc2nc(C)c3c(c2C#N)CCCC3)cc1	5	/	-2	/	-2	/	/
COc1ccc(S(=O)(=O)N2CCC(C(=O)NCCC(=O)NCc3ccccn3)CC2)cc1	-1	-1	-8	-3	8	-2	-4
Cn1cccc1C(=O)OCc1ccc(F)cc1	3	0	33	-2	-12	6	-15
COc1ccc(C2=Nc3ccccc3N(C(=O)c3ccc(C)cc3)C2C(=O)Nc2c(C)cccc2C)cc1 (stereo not drawn)	/	-2	/	-1	9	-1	-12
COc1ccc(Cn2cc(CN(C)C3CN(Cc4cn(Cc5ccc(OC)cc5)nn4)S(=O)(=O)C3)nn2)cc1 (stereo not drawn)	/	-6	/	1	-10	-3	7
C[C@@H]1CN([C@H](C)CO)C(=O)Cc2cc(NC(=O)Nc3cccc4ccccc34)ccc2O[C@H]1CN(C)C(=O)Nc1ccc(F)cc1	2	-12	4	2	/	-2	2
CCCNC(=O)[C@H]1[C@H](CO)[C@H]2Cn3c(ccc(-c4ccccc4F)c3=O)[C@H]2N1C(=O)C1CCC1	/	13	/	-2	/	/	4
COc1cccc(NC(=O)c2ccc(NC(=O)C(C)(C)C)cc2)c1	-8	-6	66*	-7	5	-3	-59
COc1ccc(C(=O)NC23CC4CC(CC(C4)C2)C3)cc1OC	-2	-4	-10	2	16	-3	-16
COC(=O)CCC(=O)c1oc2ccccc2c1N	31	/	18	/	3	/	/
O=c1cc[nH]c2ccc(OC(F)(F)F)cc12	-8	-7	-6	-2	5	5	2
Cc1ccc2nc(C3CCCCC3)c(Cc3ccsc3)n2c1	/	-4	/	6	-20	-1	-5
O=C(N[C@H](Cc1ccccc1)C(=O)NCc1ccc2c(c1)OCO2)[C@H]1O[C@@H](n2ccc(=O)[nH]c2=O)[C@H](O)[C@@H]1O	/	-2	/	1	-1	-3	-10
CC(C)(C)[S@@](=O)N1Cc2cc(C(=O)NCCc3ccncc3)nc(-c3cccc(-c4ccccc4)c3)c2[C@H]1CCO	/	1	/	4	21	8	-21
COc1ccc(/C=C(/NC(=O)c2ccco2)C(=O)N2CCc3ccccc32)cc1OC	/	-12	/	-4	-9	0	-9
COc1ccc(-c2cnc3c(c2)C(=O)N([C@H](C)CO)C[C@H](C)[C@H](CN(C)S(=O)(=O)c2ccc(OC)cc2)O3)cc1	31&28	/	/	/	-2	/	10
O=C(NCCN1CCN(c2cccc(Cl)c2)CC1)Nc1ccccc1	-3	8	2	-1	-7	-2	3
O=C(COC(=O)c1ccc(F)cc1)Nc1ccc(Cl)cn1	/	1	/	-3	6	2	-8
CCS(=O)(=O)N1CCCCN2[C@@H](CO)[C@@H](c3ccc(-c4ccccc4C)cc3)[C@@H]2C1	/	-4	/	0	/	1	-1
C[C@H]1CCCCO[C@H](CN(C)C(=O)Nc2ccc(F)cc2)[C@@H](C)CN([C@@H](C)CO)C(=O)c2cc(NS(=O)(=O)c3cccs3)ccc2O1	38	-5	5	8	/	4	20
COc1ccc2nc(NC(=O)Nc3ccccc3OC)sc2c1	/	2	/	2	20	2	-9
Cc1cccc(NC(=O)c2ccccc2C(=O)Nc2cccc(C)c2)c1	-9	6	2	-3	2	-1	-10
C[C@@H]1CN([C@H](C)CO)C(=O)c2cc(NS(=O)(=O)c3cn(C)cn3)ccc2O[C@@H](C)CCCCO[C@@H]1CN(C)S(=O)(=O)c1cn(C)cn1	/	5	5	0	0	-2	7
C[C@@H]1CN([C@@H](C)CO)C(=O)c2cc(NC(=O)Cn3cnnn3)ccc2O[C@H]1CN(C)Cc1ccc(Oc2ccccc2)cc1	8	-8	4	3	/	-6	2
COc1ccc(NC(=O)C2(C)CCN2Cc2ccc(OC)c3ccccc23)cc1OC (stereo not drawn)	53	11	6	-2	4	-1	/
CC(=C/C(=O)O)/C(=C\c1ccc(Br)o1)C(=O)O	/	-5	/	3	-2	7	-3
CC1(C(=O)NCc2ccccc2)CN(S(C)(=O)=O)CC(=O)N1Cc1cccc(F)c1 (stereo not drawn)	/	-1	/	-1	-3	-2	20
Cc1ccc2cccc(NC(=S)NC(=O)c3ccccc3)c2n1	-42	/	17	/	-3	/	/
CCCCNC(=O)Nc1ccccc1C(=O)NCCC	3	/	-4	/	6	/	17
S=c1nc2[nH]c3ccccc3c2n[nH]1	10	10	7	0	/	-2	-17
C[C@H](CO)N1C[C@H](C)[C@@H](CN(C)C(=O)NC2CCCCC2)Oc2ccc(NC(=O)CCC(F)(F)F)cc2C1=O	1&7	-14&-20	-3&-2	-2&8	14	-2&0	7&-3
Cc1cccc(N2CCN(C(=O)N3CCOCC3)CC2)c1C	/	-1	/	-3	-9	-2	-10
O=C(CSCc1ccccc1)N/N=C/c1ccc(OCC(=O)N2CCCCC2)cc1	/	3	/	/	0	2	-8
O=C(CC[C@H]1O[C@@H](n2cnc3c(NC(=O)c4ccccc4)ncnc32)[C@H](O)[C@@H]1O)NCC(F)(F)F	3	2	-7	-3	5	-2	5
O=C(NC(=S)NCCc1ccccn1)c1ccccc1	/	-2	/	-1	-7	-3	-32
C[C@H]1CN([C@@H](C)CO)C(=O)c2cccc(NC(=O)CCCCCC(=O)Nc3ccccc3N)c2O[C@@H]1CN(C)S(=O)(=O)c1cn(C)cn1	/	-10	/	/	5	-1	1
Cc1cc(C)n(CCN(C)Cc2cn[nH]c2-c2ccc(F)cc2F)n1	/	3	/	1	/	0	-5
Going on with the list.
SMILES	C2C12 statin	S100A4 inh HTS	esBAF inh	SIRT5 block	FN deposit inh	CASP6 VEID inh	LGR2 antag
CCOc1ccc(C(=O)CCC(=O)NC(C)C(=O)OC)cc1 (stereo not drawn)	0	-3	-10	-1	/	1	-43
CC(=O)N1CCC(=NNc2ccc(S(N)(=O)=O)cc2[N+](=O)[O-])CC1	-4	3	-3	-7	0	5	-6
Cc1ccccc1OC(C)C(=O)N1CCN(c2ccccn2)CC1 (stereo not drawn)	/	1	/	-1	/	0	6
O=C(CSCc1nc2ccccc2[nH]1)Nc1ccccc1	3	/	4	/	/	/	-17
CCc1cccc2c(C(=O)COC(=O)c3cnc(C)cn3)c[nH]c12	1	2	1	-2	-4	1	2
Cc1cc(SCC(=O)N/N=C/c2ccc(O)cc2O)nc2ccccc12	6	-1	-43	-1	4	-5	24
CNC[C@@H]1Oc2ccc(NS(=O)(=O)c3cccs3)cc2CC(=O)N([C@@H](C)CO)C[C@@H]1C	9	-7	-2	4	-7	1	10
CC(=O)N1c2ccccc2C2(C)C(C1(C)C)C2(Cl)Cl (stereo not drawn)	-2	10	6	-2	0	1	8
COc1ccc(CC(=O)Nc2c(C(N)=O)oc3ccccc23)cc1OC	-2	-6	-4	-1	2	0	0
C[C@@H]1CCCCO[C@@H](CN(C)C(=O)Nc2ccc(F)cc2)[C@@H](C)CN([C@H](C)CO)C(=O)c2cc(NC(=O)Nc3ccc(F)cc3)ccc2O1	/	-6	-2	1	1	-3	11

The last three records of the part above lead into the next.
SMILES	C2C12 statin	S100A4 inh HTS	esBAF inh	SIRT5 block	FN deposit inh	CASP6 VEID inh	LGR2 antag
CC(=O)N1c2ccccc2C2(C)C(C1(C)C)C2(Cl)Cl (stereo not drawn)	-2	10	6	-2	0	1	8
COc1ccc(CC(=O)Nc2c(C(N)=O)oc3ccccc23)cc1OC	-2	-6	-4	-1	2	0	0
C[C@@H]1CCCCO[C@@H](CN(C)C(=O)Nc2ccc(F)cc2)[C@@H](C)CN([C@H](C)CO)C(=O)c2cc(NC(=O)Nc3ccc(F)cc3)ccc2O1	/	-6	-2	1	1	-3	11
CCOc1ccc(/C=N/NC(=O)Nc2ccccc2)cc1	/	-1	/	-5	8	2	0
O=C(NCc1ccccn1)[C@@H]1CCCN1C(=O)[C@@H]1CCCN1C(=O)c1cccs1	/	-4	/	-2	0	2	1
CC(Cl)C(=O)Nc1ncc(C(F)(F)F)cc1Cl (stereo not drawn)	13	/	-9	/	-3	/	/
O=C(NNS(=O)(=O)c1ccccc1)c1ccc(O)cc1	/	4	/	-1	2	-1	10
C/C(CC(=O)Nc1cc(Cl)ccc1Cl)=N\NC(=O)COc1cccc(C)c1	0	-4	-4	-1	7	-1	-2
COc1ccc(NC(=O)C2Cc3ccccc3C(=O)O2)cc1 (stereo not drawn)	4	1	32	5	-4	0	-11
COc1ccc(OCCN(C)CC(=O)Nc2ccccc2SC)cc1	-3	1	-6	-1	-11	-2	-1
O=C(NCc1ccccc1)[C@H]1CCCN1C(=O)[C@H]1CCCN1C(=O)c1ccc(F)cc1	/	6	/	/	-13	3	14
CCN(C(=O)COC(=O)C(C)(C)Oc1ccc(Cl)cc1)c1c(N)n(Cc2ccccc2)c(=O)[nH]c1=O	6	2	0	-1	-2	-3	-12
O=C(Nc1ccc(F)cc1)N1CCCCN2[C@H](C1)[C@H](c1ccc(C#Cc3ccccc3)cc1)[C@@H]2CO	/	46	/	2	/	-2	7
OCC[C@H]1C[C@H](O)[C@@H](O)[C@]2(CCCCO2)O1	-16	-15	-3	/	0	-2	9
COc1ccccc1CNC(=O)C[C@@H]1CC[C@H]2[C@@H](COC[C@H](O)CN2Cc2ccccc2)O1	2	1	2	-8	-15&5	-1	0&-3
CC[C@@H]1Cc2cc(O)ccc2C2=C1c1ccc(O)cc1C[C@H]2CC	10	5	2	-2	-1	-1	31
COc1ccccc1OCc1nnc(SCC(=O)c2cc(Cl)ccc2OC)o1	7	/	-4	/	-1	/	/
CCC(CO)N=C1CC(C)(C)CC(=O)/C1=C(/O)CCCN1C(=O)c2ccccc2C1=O (stereo not drawn)	-10	-1	1	1	3	/	8
C=CCNC(=O)C1CC(=O)N(c2ccc(OCc3ccccc3Cl)cc2)C1 (stereo not drawn)	-5	1	?	0	-2	3	-23
COc1ccc(OC)c(S(=O)(=O)Nc2cccc(O)c2)c1	-1	-4	1	3	1	6	-14
COCCN1C[C@@H](CO)O[C@@H](n2cnc3c(NCC(C)C)ncnc32)C1	-3	0	0	-4	12	1	9

Screening data from PubChem.

Only part of the results is shown; count on the stated rates, not on these rows.
